H1N1 NS1A inhibition: H1N1 influenza NS1A inhibitors, functional cell based assay (AID 504329); NS1A functional cell-based assay, percent inhibition; higher % means a stronger effect; inhibition, % at 12.5 µM; hits with a dose series show IC50 in µM; actives 0.3% (n = 340,000); in the data active = a potency from the dose series; inconclusive = inhibition above about 27% without an active follow-up result; note: strong numbers were not always called active
H37Rv inhibition: M. tuberculosis growth inhibition, HTS (AID 449762); M. tuberculosis H37Rv growth inhibition, 7H9 media; higher % means a stronger effect; inhibition, % at 25 µM; hits with a dose series show IC50 in µM; actives 0.59% (n = 330,000); in the data active = a potency from the dose series; inconclusive = inhibition above about 70% without an active follow-up result;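 note: bacterial growth assessed after seven days of incubation; strong numbers were not always called active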
PhoP GFP inhibition: PhoP regulon inhibitors, Salmonella typhi PhoP promoter GFP reporter, confirmatory (AID 1850) | Salmonella Typhi PhoP-promoter GFP reporter, fluorescence, 4 h; higher % means a stronger effect | inhibition, % at 50 µM, or IC50 in µM where a hit was titrated | actives 0.33% (n = 310,000); in the data active = a potency from the dose series; inconclusive = inhibition mostly from about 25% at the one dose, without a potency; inactive = the rest, 99 in 100 with inhibition below about 19%;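 note: 0% = induced wells with vehicle and 100% = uninduced wells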
VEEV TC-83 Vero: inhibitors of VEEV TC-83 cytopathic effect, confirmation, Vero cells (AID 588727). Vero cells, VEEV TC-83 cytopathic effect inhibition; higher % means a stronger effect. actives 0.13% (n = 350,000). inhibition, % at 20 µM; hits with a dose series show IC50 in µM; in the data active = a potency from the dose series; inconclusive = inhibition mostly from about 14% at the one dose, without a potency; inactive = the rest, 99 in 100 with inhibition below about 12%; note: strong numbers were not always called active
M. tuberculosis: growth inhibition of non-replicating M. tuberculosis (AID 488890); Mycobacterium tuberculosis non-replicating, growth inhibition; higher % means a stronger effect; one-dose inhibition, % at 25 µM; IC50 in µM for titrated hits; actives 0.39% (n = 320,000); in the data active = a potency from the dose series; inconclusive = inhibition mostly from about 82% at the one dose, without a potency; inactive = the rest, 99 in 100 with inhibition below about 76%;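 note: plate controls were DMSO cells for no effect and high antibiotic wells for full effect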
VEEV TC-83 Vero 10K pilot screen: further read-out of VEEV TC-83 Vero, marked with its call; inhibition, %; measured here: 10K pilot screen inhibition
The depositor's hits bear a star; i = inactive; ? = inconclusive; · = no result given. This is a random part of the collection; overall some 1.5% were active at least once.

Sample of the layout, 2 compounds:
SMILES	H1N1 NS1A inhibition	H37Rv inhibition	PhoP GFP inhibition	VEEV TC-83 Vero	M. tuberculosis	others
COc1ccc(C)cc1NC(=O)C(=O)NNC(=O)COc1ccc(Cl)cc1	-7%	?	-9%	7.2%	73%
O=C(c1cc(-c2ccc(Br)cc2)n[nH]1)N1CCN(C(=O)c2ccccc2Br)CC1	11%	7%	4%	8.2%	36%

The whole of this part, previewed entries included:
SMILES	H1N1 NS1A inhibition	H37Rv inhibition	PhoP GFP inhibition	VEEV TC-83 Vero	M. tuberculosis	others
COc1ccc(C)cc1NC(=O)C(=O)NNC(=O)COc1ccc(Cl)cc1	-7%	?	-9%	7.2%	73%
O=C(c1cc(-c2ccc(Br)cc2)n[nH]1)N1CCN(C(=O)c2ccccc2Br)CC1	11%	7%	4%	8.2%	36%
CS(=O)(=O)c1ccc2nc(NC(=O)c3ccccc3)sc2c1	-3%	0%	-5%	1.2%	8%
Cc1sc(NC(=O)CN(C(=O)c2ccccc2F)C2CCCC2)c(C(N)=O)c1C	5%	5%	2%	11%	3%
COc1cc(OC)c(C(=O)OC(C)C(=O)Nc2cc(C(F)(F)F)ccc2Cl)cc1OC (stereo not given)	-5%	2%	0%	0.1%	31%
COCCn1c(SCc2csc(-c3ccccc3)n2)nc2ccccc21	-1%	3%	-4%	1.8%	26%
Cc1ccc(NS(=O)(=O)c2cccc3cccnc23)c(Br)c1	-7%	0%	-7%	1.1%	-1%
Cc1cccnc1NC(=O)/C=C/c1ccc2c(c1)OCO2	-4%	-6%	-8%	0.8%	-18%
O=C(NN=Cc1ccc(F)cc1)C1CC1	-3%	·	·	i	·
Cn1c(=O)c2c(nc(NCCCN3CCOCC3)n2Cc2ccc(Cl)cc2)n(C)c1=O	-20%	-3%	19%	3.4%	6%

Retrieved by compound from the list above:
SMILES	H1N1 NS1A inhibition	H37Rv inhibition	PhoP GFP inhibition	VEEV TC-83 Vero	M. tuberculosis	others
Cc1ccc(NS(=O)(=O)c2cccc3cccnc23)c(Br)c1	-7%	0%	-7%	1.1%	-1%
COc1cc(OC)c(C(=O)OC(C)C(=O)Nc2cc(C(F)(F)F)ccc2Cl)cc1OC (stereo not given)	-5%	2%	0%	0.1%	31%
COc1ccc(C)cc1NC(=O)C(=O)NNC(=O)COc1ccc(Cl)cc1	-7%	?	-9%	7.2%	73%
CS(=O)(=O)c1ccc2nc(NC(=O)c3ccccc3)sc2c1	-3%	0%	-5%	1.2%	8%
O=C(NN=Cc1ccc(F)cc1)C1CC1	-3%	·	·	i	·
Cc1cccnc1NC(=O)/C=C/c1ccc2c(c1)OCO2	-4%	-6%	-8%	0.8%	-18%

Remaining list, next part:
SMILES	H1N1 NS1A inhibition	H37Rv inhibition	PhoP GFP inhibition	VEEV TC-83 Vero	M. tuberculosis	others
CSc1ccccc1NC(=O)CN(C)C(=O)Cc1c[nH]c2ccccc12	-13%	3%	-5%	1.0%	25%
CCNC(=S)NN(c1ccccc1)c1ccccc1	7%	-13%	3%	2.9%	7%	VEEV TC-83 Vero 10K pilot screen=0.6
Cc1cc(NC(=O)CCN2CCC(C)CC2)ccc1Br	-3%	-6%	13%	i	8%
CN(Cc1ccccc1)C(=O)c1[nH]cnc1C(=O)Nc1ccon1	-8%	3%	·	5.6%	27%
Cc1cc2c(c(=O)o1)C(CCC1CCCCC1)C(C#N)=C(N)O2 (stereo not given)	·	-9%	9%	1.6%	-10%
CCOc1ccc(NCc2nnc(SCC(=O)Nc3cc(C)on3)n2-c2ccc(OC)cc2)cc1	6%	-3%	12%	0.4%	40%
Cc1ccc(NC(=S)NNC(=O)CSc2nc3ccccc3c(=O)n2-c2ccc(C)cc2)cc1	2%	8%	-10%	6.8%	17%
COc1ccccc1CNC(=O)COC(=O)c1c[nH]c2ccccc12	-1%	·	·	11%	·
Cc1noc(C)c1NC(=O)Nc1ccc2c(c1)C(=O)N([C@H](C)CO)C[C@H](C)[C@@H](CN(C)S(=O)(=O)c1cn(C)cn1)O2	-11%	-1%	·	0.6%	-9%
CN1CCC(=NNC(=O)C(=O)Nc2ccc(F)cc2)CC1	1%	1%	4%	2.5%	21%
Cc1c(NC(=S)NC(=O)c2ccco2)c(=O)n(-c2ccccc2)n1C	20%	3%	-12%	i	2%
COc1ccc(NC(=O)CCCC(=O)NCCc2ccc(OC)c(OC)c2)cc1	3%	-1%	-1%	0.2%	14%
O=c1oc2c(CN3CCCCC3)c(O)ccc2cc1-c1nc2ccccc2[nH]1	-1%	·	·	4.2%	·	VEEV TC-83 Vero 10K pilot screen=1.2
CN(C(=O)Cc1c(C(=O)O)n(C)c2ccccc12)c1cccc(C(F)(F)F)c1	-8%	8%	7%	2.0%	-6%
CC12CCC(C(=O)NNC(=O)c3ccccc3)(OC1=O)C2(C)C (stereo not given)	10%	-1%	-4%	3.9%	-2%
O=C(CSc1nnc2c3c4c(sc3ncn12)CCCC4)NCc1ccco1	-4%	4%	2%	3.1%	7%
Cc1ccc(NC(=O)c2cccnc2)cc1C	2%	6%	-1%	1.5%	43%
O=S(=O)(c1cccc(NC(=S)Nc2ccc(Br)cc2Cl)c1)N1CCOCC1	-17%	-10%	-12%	i	64%
O=C(CSc1nc2ccccc2c(=O)n1-c1ccccc1)N1CCc2ccccc21	18%	4%	2%	1.5%	-27%
Cn1c(-c2ccccc2)c[n+]2c1-c1ccccc1C2	-6%	-1%	8%	0.1%	-14%
CC(C)(C)c1ccc(/C=C/C(=O)N2CCN(c3ncccn3)CC2)cc1	-7%	?	-8%	5.8%	70%
CCCNC(=O)CS(=O)(=O)Cc1nc(-c2cccc(OC)c2)oc1C	4%	1%	-5%	i	12%
O=C(CSc1nnc2ccc(-c3cccnc3)nn12)Nc1ccc(F)cc1F	-4%	-2%	4%	1.3%	3%
COc1ccc(/C=N\NC(=O)c2ccccc2)cc1COc1ccccc1	-11%	-9%	-12%	11%	-9%
COC(=O)c1ccc(Cn2nc(-c3ccccc3)ccc2=O)cc1	-6%	2%	7%	i	28%
Cc1ccc(C)c(NC(=O)Cn2ccn(-c3ccc4c(c3)OCO4)c(=O)c2=O)c1	-13%	-10%	0%	0.9%	-24%
CCOC(=O)CNC(=O)C1c2ccccc2C(=O)N(c2ccc(OC)cc2)C1c1ccc(OC)cc1 (stereo not given)	5%	4%	-6%	6.7%	9%
COc1ccc(OC)c(-n2cnc3cc(C(=O)O)ccc32)c1	-3%	-8%	-7%	0.7%	-23%
O=C(COC(=O)C(Cc1ccccc1)NC(=O)c1cccs1)NCc1ccccc1 (stereo not given)	-3%	2%	·	1.2%	-1%
Clc1ccc(Cl)c(-c2nn3c(COc4ccccc4)nnc3s2)c1	2%	5%	-10%	2.4%	37%
CCCCCC(=O)C(=O)c1ccc(O)cc1O	20%	-2%	-16%	i	2%
COc1cc(C)c(S(=O)(=O)NOCc2ccc([N+](=O)[O-])cc2)c(C)c1C	-20%	2%	-6%	i	7%
O=C(N1CCOCC1)n1cnc2ccccc21	-22%	4%	4%	1.1%	-4%
COCCNC(=O)/C(C#N)=C/c1c(N2CCCCCC2)nc2ccccn2c1=O	17%	6%	-7%	0.3%	1%
O=C(O)c1cccc(-n2nnnc2SCc2ccccn2)c1	9%	-4%	-11%	i	-6%
C/C(=N\NC(=O)c1cccs1)c1ccc(C(=O)O)s1	-5%	-3%	-1%	0.4%	21%
O=C(NC1CCCCCC1)C1CCN(S(=O)(=O)c2ccccc2)CC1	-5%	-5%	-1%	2.0%	-23%
CC(C)(C)c1ccc(C(=O)NCC2CCCN2S(=O)(=O)c2ccccc2)cc1 (stereo not given)	0%	59%	-1%	3.5%	44%
COC(=O)c1ccc(C(=O)OC)c(NC(=O)Oc2ccccc2)c1	-3%	-6%	-2%	i	-3%
COc1cccc(-c2sc3ccc(OC)cc3c2-c2ccc(C(N)=O)cc2)c1	2%	7%	·	0.3%	3%
Cc1ccc(-c2nc(C(Cl)Cl)c3ccccc3n2)cc1	6%	?	2%	8.2%	?
CCN(CC)S(=O)(=O)c1cccc(C(=O)NC(Cc2c[nH]c3ccccc23)c2nnc3n2CCCCC3)c1 (stereo not given)	5%	-6%	-8%	0.8%	24%	VEEV TC-83 Vero 10K pilot screen=3.6
COc1cc(C(C2=C(O)CC(C)(C)CC2=O)C2C(=O)CC(C)(C)CC2=O)cc(OC)c1OC (stereo not given)	·	23%	7%	0.5%	?
COc1ccc(Cc2nc(-c3ccc(Br)cc3)no2)cc1	-7%	5%	-4%	0.4%	-35%
O=C(CSc1nncn1-c1ccccc1)NC1CCCc2ccccc21 (stereo not given)	4%	7%	-9%	0.5%	11%
COc1ccc(S(=O)(=O)n2c([N+](=O)[O-])cnc2C)c(C)c1C	-8%	0%	-4%	3.3%	-11%
CN(C(=O)c1cccc(NC(=O)Cc2cccc([N+](=O)[O-])c2)c1)C1CCCC1	-11%	-6%	·	i	10%
S=C(NCC(c1cccnc1)N1CCOCC1)NC1CCCCC1 (stereo not given)	-2%	0%	-8%	0.4%	-5%
O=C(OCc1ccc([N+](=O)[O-])cc1)C1CC(=O)N(Cc2ccccc2)C1 (stereo not given)	-3%	7%	·	0.7%	13%
Cc1cc(C)cc(NC(=O)c2cc(S(=O)(=O)NCc3ccco3)ccc2F)c1	2%	6%	-7%	1.0%	33%

New compounds follow.
SMILES	H1N1 NS1A inhibition	H37Rv inhibition	PhoP GFP inhibition	VEEV TC-83 Vero	M. tuberculosis	others
Cc1cc(C(=O)Cn2ncc(Cl)c(Cl)c2=O)c(C)n1CC(F)(F)F	4%	?	-8%	14%	?
O=S(=O)(c1ccc2ccccc2c1)N1CCN(C2Cc3ccccc3C2)CC1	-12%	-1%	-3%	1.4%	-25%
Cc1c(Cl)c([N+](=O)[O-])nn1Cc1ccc(C(=O)N/N=C\c2ccccn2)o1	16%	0%	1%	0.4%	34%
Cc1ccc2[nH]c(=O)c(CN(CCc3ccccc3)C(=O)N3CCOCC3)cc2c1	-1%	-1%	-5%	8.3%	1%
CCCCn1c(N)c(N(CCOC)C(=O)CSc2n[nH]c(-c3ccc(OC)cc3)n2)c(=O)[nH]c1=O	4%	-11%	-1%	2.1%	-2%
O=C1CCC([N+](=O)[O-])C(c2cc3c(cc2Cl)OCO3)N1 (stereo not given)	5%	-4%	3%	0.9%	-20%
COc1cccc(C(C(=O)NCc2ccccc2)N(C(=O)c2csnn2)C2CC2)c1 (stereo not given)	-2%	0%	4%	2.2%	13%
Cc1ccccc1N(CC(=O)N/N=C/c1ccccc1Cl)C(=O)c1ccccc1	5%	-5%	-2%	1.1%	-8%
COc1ccc(C2=NCCc3cc(OC)c(OC)cc32)cc1OC	-8%	4%	-6%	i	13%
O=C(C1CCCO1)N1CCN(Cc2nc3ccccc3c(=O)[nH]2)CC1 (stereo not given)	7%	2%	-1%	0.7%	5%
N#Cc1c(NC(=O)CN2CCN(C(=O)c3ccco3)CC2)sc2c1CCCCC2	3%	?	-7%	i	31%
COc1ccc(NC(=O)c2ccc(NC(=O)c3ccco3)cc2)c(OC)c1	-6%	-4%	9%	4.4%	37%
CCOC(=O)c1ccc(NC2OC(=O)c3ccccc32)cc1 (stereo not given)	1%	?	-3%	0.7%	4µM*
Cc1oc2cc3oc(=O)c(CCC(=O)N(C)CC(=O)O)c(C)c3cc2c1C	4%	3%	-6%	0.3%	-7%
COc1cc(/C=N/N2CCOCC2)ccc1OC(=O)c1ccco1	-3%	?	-9%	0.2%	?
CC(=O)NC(CCCNC(=S)NC1CCCCC1)C(=O)O (stereo not given)	0%	-4%	-1%	1.2%	-7%
CC(C)C1C(c2ccccc2)NC(c2ccccc2)CC1(O)c1ccc(F)cc1 (stereo not given)	3%	?	6%	0.8%	?
CCOC(=O)c1c(C)[nH]c(C(C)=NNC(=O)Cn2nc(C)cc2C)c1C	-7%	7%	·	3.4%	32%
COc1ccc(Cn2nnnc2CN(Cc2cc3cc(C)ccc3[nH]c2=O)C2CCCC2)cc1	8%	28%	13%	6.8%	29%
COc1cccc(OCc2cc(C(=O)N(Cc3nccn3C)C(C)C)no2)c1	1%	0%	5%	0.3%	2%
O=C(NNc1cccc(Cl)n1)c1c(Cl)cccc1Cl	-1%	0%	-9%	3.7%	1%
COc1ccc2ccccc2c1-c1csc(N)n1	-18%	-7%	-2%	0.2%	5%
COc1ccc(CCNC(=O)C2CCCN(S(=O)(=O)c3cc(C)ccc3OC)C2)cc1OC (stereo not given)	-9%	-1%	5%	1.4%	-17%
O=C(O)c1ccc(/C=C2\CCCc3c2nc2ccccc2c3C(=O)O)cc1	7%	17%	2%	1.1%	4%

Bioassay records deposited in PubChem by Southern Research Specialized Biocontainment Screening Center.
